Imprint erasure: inducers of genomic imprint erasure in mouse ES cells; mouse ES Peg3-LacZ reporter, beta-gal luminescence, 40 h; Potency, µM (doses to about 60.7 µM), for the others: top-dose activity change, positive = activation, hits mostly activators; 0.02% of 110,000 active; AID 1948;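 further: 0% = negative control wells on the plate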
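Imprint erasure is scored as LacZ activity from the silenced maternal Peg3 allele in feeder-free female ES cells cultured 40 h with LIF. Luminescence is normalized to in-plate negative controls and fitted to the Hill equation.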
p53ts 39C kill: p53ts cell cytotoxicity, nonpermissive temperature; H1299-p53A138V viability at 39C, ATP luminescence, 24 h; Potency, µM (highest dose often 46.1 µM), inactives show top-dose activity change, negative = cell killing, actives largely listed as cytotoxic; 1.5% of 130,000 active; further: nearly all actives have a fitted effect of over 55% in size
p53ts 32C kill: kills p53ts cells at the permissive temperature; 0.93% of 130,000 active; Potency, µM (doses to about 46.1 µM), inactives show at the top dose activity change, negative = cytotoxicity, hits mostly cytotoxic; AID 924; H1299-p53A138V at 32C, ATP luminescence viability, 24 h;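 further: 0% = DMSO and -100% = full killing by reference compound; nearly all actives have a fitted effect of over 55% in size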
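Cells: H1299 p53ts (A138V), 600/well, pre-incubated 16–30 h at 37C. Cpd up to 46 uM, 24 h, 32C. Readout: ATPlite luminescence, 20 min RT. Normalization: DMSO vs tamoxifen 100 uM. AC50 by Hill equation.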
IkB signaling: inhibitors of IkB signaling in ABC-DLBCL cells | 0.04% of 110,000 active | Potency, µM (highest dose often 57.1 µM), for the others: at the highest dose IkBa stabilization activation | ABC-DLBCL IkBa-CBG/CBR dual luciferase ratio, 4 h; response scale: scaled: untreated 0%, proteasome inhibitor 100%; active means well fitted curve in the direction sought with a large enough effect in the signal ratio, not every such curve was filed as active; inconclusive means small, poorly fitted or top-dose-only effect, or a change in a side signal; the % refers to the signal ratio;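 further: the direction sought is a rising ratio; 0% = basal untreated cells and 100% = reference inhibitor full response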
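Luminescence ratio of IκBα-fused green versus native red beetle luciferase in OCI-Ly3 cells, 4 h post-doxycycline with compound; red signal alone, scaled from basal (0%) to zero light (-100%), flagged nonspecific or cytotoxic effects.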
* = called active by the depositor; ? = inconclusive; . = not tested or not shown; [ ] = dose if it differs, or a comment. Unless noted, the call rests on the fitted dose curve; in most records, active means well fitted curve in the direction sought with a large enough effect; inconclusive means small, poorly fitted or top-dose-only effect, or another doubt; inactive means no such curve, though single readings can be large; an effect the other way counts as inactive or inconclusive. Unless noted, on the % scale 0 is the no-effect control and ±100 the full control effect; potency means the concentration at half of the fitted maximal effect. Not a hit list; about 1.7% have a hit in one of these screens.

SMILES	Imprint erasure	p53ts 39C kill	p53ts 32C kill	IkB signaling
O=C(Nc1nc2ccccc2n1CCN1CCCCC1)c1ccco1	-13.8%	-7.2%	-1.0%	1.1%
COc1cccc(OC)c1OCCCCN1CCCC1	.	1.2%	-12.9%	.
CCN(CC)S(=O)(=O)c1cccc(-c2nnc(SCC(=O)c3cc(C)n(C)c3C)o2)c1	4.7%	-11.8%	-0.5%	1.5%
CCCS(=O)(=O)NCCc1cc2c(OC)ccc(OC)c2[nH]c1=O	-8.3%	2.4%	-5.9%	-1.1%
O=C(C1CCC(=O)N1Cc1cccnc1)N1CCN(c2ccc(F)cc2)CC1 (stereo not drawn)	-11.6%	9.9%	2.6%	0.5%
COc1cccc(Cn2c(=S)[nH]c3ccc(N4CCOCC4)cc3c2=O)c1	11.3%	6.8%	2.6%	-0.5%
CS(=O)(=O)N(CC(N)=O)c1cccc(Br)c1	.	21.7%	9.6%	.
COc1nnc(OC)c2ccccc12	-5.0%	-2.3%	3.2%	-1.2%
COc1cccc2cc(-c3nc(-c4ccc(Cl)cc4)cs3)c(=O)oc12	25.2%[10.9 µM]	-9.1%	1.9%	-1.7%
COC(=O)c1ccccc1NC(=O)c1ccc2c(c1)CCN2S(C)(=O)=O	-6.2%[10.9 µM]	-27.1%	-1.6%	-1.1%

4 compounds picked at random from those above:
SMILES	Imprint erasure	p53ts 39C kill	p53ts 32C kill	IkB signaling
COc1cccc2cc(-c3nc(-c4ccc(Cl)cc4)cs3)c(=O)oc12	25.2%[10.9 µM]	-9.1%	1.9%	-1.7%
CCN(CC)S(=O)(=O)c1cccc(-c2nnc(SCC(=O)c3cc(C)n(C)c3C)o2)c1	4.7%	-11.8%	-0.5%	1.5%
COc1nnc(OC)c2ccccc12	-5.0%	-2.3%	3.2%	-1.2%
COC(=O)c1ccccc1NC(=O)c1ccc2c(c1)CCN2S(C)(=O)=O	-6.2%[10.9 µM]	-27.1%	-1.6%	-1.1%

Other compounds.
SMILES	Imprint erasure	p53ts 39C kill	p53ts 32C kill	IkB signaling
Cc1c(C(=O)N2CCCCCC2)c(S(=O)(=O)Nc2ccc(OC(F)(F)F)cc2)c(C)n1C	-17.3%[10.9 µM]	-10.2%	8.4%	5.0%
CCn1c(SCC(=O)c2cccs2)nnc1-c1ccco1	-21.9%	-20.5%	-20.9%	5.6%
Cc1cc(Br)ccc1NC(=O)c1cn(C2CCCC2)c(=O)c2c1c1ccccc1n2C	7.9%[10.9 µM]	-17.6%	-4.2%	?
O=S(=O)(Nc1ccc(O)c(Sc2nc3ccccc3s2)c1)c1cc(Cl)ccc1Cl	-14.5%[10.9 µM]	-14.8%	16.4%	?
COc1ccc(-c2nn(C)c3sc(C(=O)Nc4cc(OC)c(OC)c(OC)c4)cc23)cc1OC	11.8%[10.9 µM]	-3.2%	?	?
O=C(O)C1CCCCC1C(=O)OCCCCOC(=O)C1CCCCC1C(=O)O (stereo not drawn)	4.4%	3.3%	-4.5%	-1.4%
Cc1cnc(NC(=O)CSc2ncn(-c3ccccc3)n2)s1	.	3.7%	-3.5%	.
CCOC(=O)c1ccc(CN(Cc2ccc(Br)cc2)S(=O)(=O)c2cccc(Cl)c2C)cc1	-16.7%[10.9 µM]	?	-8.9%	-1.3%
COc1ccc(C(=O)c2c(N)c(-c3nc(-c4ccccc4)cs3)c3ccccn23)cc1	-20.1%[10.9 µM]	-19.3%	12.5%	3.3%
O=C(Nc1ccc2c(c1)C(=O)N(C1CCCCC1)C2=O)C1CCCO1 (stereo not drawn)	-7.6%	0.1%	-1.0%	-14.6%

Profiles from above.
O=C(O)C1CCCCC1C(=O)OCCCCOC(=O)C1CCCCC1C(=O)O (stereo not drawn) in the list: Imprint erasure = 4.4%; p53ts 39C kill = 3.3%; p53ts 32C kill = -4.5%; IkB signaling = -1.4%
CCn1c(SCC(=O)c2cccs2)nnc1-c1ccco1 in the list: Imprint erasure = -21.9%; p53ts 39C kill = -20.5%; p53ts 32C kill = -20.9%; IkB signaling = 5.6%

(more compounds)
SMILES	Imprint erasure	p53ts 39C kill	p53ts 32C kill	IkB signaling
OC(COc1c(Cl)cc(Cl)cc1Cl)CN1CCCCC1 (stereo not drawn)	1.0%	-6.4%	-13.3%	0.4%
CCC(Oc1ccc(F)cc1)C(=O)Nc1cc(-c2ccc(C)cc2)no1 (stereo not drawn)	-5.1%[10.9 µM]	0.5%	8.4%	?
Cc1cc(C)cc(N2C(=O)N(Cc3cccc(F)c3)c3ccccc3S2(=O)=O)c1	-16.1%[10.9 µM]	26.1%	10.0%	0.5%
CC(C)(C)OCC1CO1 (stereo not drawn)	1.1%	-12.4%	2.0%[1.84 µM]	0.2%
Cc1ccc(-c2cn3c(n2)sc2cc(C(=O)NCCC4=CCCCC4)ccc23)c(C)c1	-7.6%[10.9 µM]	-14.6%	-7.2%	1.4%
C#CCCCCCCCCCCCC(O)CC(O)CO (stereo not drawn)	-18.8%	-19.0%	-2.8%	.
CCOC(=O)c1c(NC(=O)COc2ccc(Cl)cc2C)sc(C(C)=O)c1C	5.0%[10.9 µM]	7.9%	14.2%	-1.0%
CCCCn1c(SCC(=O)N2CCC(C(=O)OCC)CC2)nc2cc(S(N)(=O)=O)ccc21	-4.0%	-2.7%	4.4%	-0.1%
Cn1ccnc1SC(=O)N1c2ccccc2Sc2ccccc21	-10.9%	3.3%	1.8%	2.1%
CCCC1(C(=O)OCC)NC(c2ccc(OC)cc2OC)C2C(=O)N(c3ccc4c(c3)OCCO4)C(=O)C21 (stereo not drawn)	.	2.2%	6.4%	.

Compounds above containing an NH in an aromatic ring:
SMILES	Imprint erasure	p53ts 39C kill	p53ts 32C kill	IkB signaling
CCCS(=O)(=O)NCCc1cc2c(OC)ccc(OC)c2[nH]c1=O	-8.3%	2.4%	-5.9%	-1.1%
COc1cccc(Cn2c(=S)[nH]c3ccc(N4CCOCC4)cc3c2=O)c1	11.3%	6.8%	2.6%	-0.5%

(continued)
SMILES	Imprint erasure	p53ts 39C kill	p53ts 32C kill	IkB signaling
N[C@@H]1C=CC=C(C(=O)O)C1	.	16.0%	8.4%	-3.3%
COc1cc(NS(=O)(=O)c2ccc(NC(=O)COc3ccccc3C)cc2)nc(OC)n1	.	13.0%	-2.2%	7.6%
Cc1cc(Nc2ccc(C)c(Cl)c2)n2nc(Cc3ccccc3)nc2n1	-10.6%[10.9 µM]	-31.0%	20.3%	?
COc1ccc(Br)c2c1-c1nc(NC(=O)c3cccc(C)c3)sc1C2	-10.1%[10.9 µM]	9.8%	11.4%	?
CC1(C)CC(=O)C2=C(C1)Nc1[nH]n(-c3ccccc3)c(=O)c1C2c1ccc2c(c1)OCO2 (stereo not drawn)	-2.5%	4.9%	5.8%	0.0%
CCOC(=O)c1ccc(Cn2cnc3ccccc3c2=O)cc1	-4.6%	2.2%	6.7%	0.9%
Cc1nn2cc(-c3ccc(OC(C)C)cc3)nc2s1	-62.7%[inhibitor][10.9 µM]	10µM*	12.6µM*	-4.0%
CN1CCN(C2=C(Cl)C(=O)N(c3cccc(Cl)c3)C2=O)CC1	8.7%	3.6%	-1.3%	12.9%
CCSC1=C(C#N)C(c2ccccc2OC)CC(=O)N1 (stereo not drawn)	.	-6.9%	12.0%	.
CCOC(=O)N1CC=C2C(C#N)=C(N)C(C#N)(C#N)[C@H](c3ccccc3OCC)[C@H]2C1	11.2%	4.2%	15.7%	3.7%
CSc1ccc(C2c3[nH]c4ccccc4c3CCN2C(=O)CCc2ccccc2)cc1 (stereo not drawn)	-8.3%[10.9 µM]	-2.3%	?	?
O=C(CSCc1cnn(-c2ccccc2)c1-n1cccc1)NCc1ccc(F)cc1	?	-28.8%	-8.7%	-1.6%
Cc1nc(NC(C)c2ccccc2)c2oc3ccccc3c2n1 (stereo not drawn)	-19.3%	7.7%	16.2%	15.3%
CCCc1cc(C(=O)Nc2cc(C)nn2-c2ccccc2)no1	-9.0%	-8.1%	11.9%	-0.4%
COc1ccc(Nc2nccc3c2nnn3C)cc1	-45.0%[inhibitor]	?	-29.2%	1.8%
CC(C)CCNC(=O)C1CCCN1C(=O)NC1CCCCC1 (stereo not drawn)	.	-13.9%	-9.8%	.
N#Cc1nc(COc2ccc(Br)cc2)oc1NCCCn1ccnc1	-20.1%	-9.8%	0.7%	1.1%
CC[C@@H](C)[C@H]1O[C@]2(CC[C@@H]1C)C[C@@H]1C[C@H](C/C=C(/C)[C@H](O[C@@H]3C[C@H](OC)[C@H](O[C@@H]4C[C@H](OC)[C@@H](O)[C@H](C)O4)[C@H](C)O3)[C@@H](C)/C=C\C=C3CO[C@@H]4[C@H](O)C(C)=C[C@@H](C(=O)O1)[C@]34O)O2 (tested in a mixture with another compound)	-4.9%	12.6µM*	12.6µM*	?
CNC(=O)CCC(=O)Nc1ccc(C(=O)OC)cc1	-13.2%	9.8%	-1.1%	5.0%
Cc1cnc(NC(=O)CN2CCN(c3ccccn3)CC2)s1	-25.1%	-6.0%	-6.1%	?
Cc1cccc(NC(=O)c2oc3ccccc3c2NC(=O)Cc2coc3cc(C)cc(C)c23)c1	6.3%[10.9 µM]	15.8%	5.6%	?
N#CCn1c(C2CCCCC2)nc2ccccc2c1=O	-9.9%	-7.8%	-1.7%	-0.3%
CCCCN(CC)CCNS(=O)(=O)c1cccc2cccnc12	-15.6%	-5.4%	5.1%	2.6%
COc1ccc2c(c1)c(=O)c(C(=O)c1ccc(C)c(C)c1)cn2CC(=O)Nc1ccc2c(c1)OCCO2	-6.3%[10.9 µM]	-10.7%	10.9%	?
Cc1ccc2oc(-c3ccc(NC(=O)CC(C)C)cc3)nc2c1	-21.4%	-26.0%	-24.7%	-0.9%
N#CC(C#SN)=C1CCCCC1	?	2.3%	0.1%	0.5%
O=C(Cn1[nH]c(=O)c2ccccc2c1=O)Nc1cccc(-c2nnc3n2CCCCC3)c1	-3.8%	-6.1%	1.6%	-0.6%
Cc1nc(SCC(=O)OC(C)(C)C)c2c3c(sc2n1)CCCC3	14.9%[10.9 µM]	4.9%	8.5%	?
CC1(C)Cc2noc(N)c2C(C)(C)N1OC(=O)c1scc2c1OCCO2	-5.0%	2.1%	0.9%	-1.0%
CC1CCN(C(=O)CN2c3ccc(Br)cc3-c3ccccc3S2(=O)=O)CC1	-18.6%[10.9 µM]	0.4%	3.9%	-0.9%
COc1ccc(-c2nc3ccccc3s2)cc1NC(=O)c1ccc(C#N)cc1F	-15.3%[10.9 µM]	19.9%	-9.3%	-2.0%
O=C(NCc1cccnc1)c1cccc(C(F)(F)F)c1	4.4%	9.9%	1.5%	-0.5%
O=C(NC1CCCC1)C(c1ccccn1)N(C(=O)c1csnn1)C1CC1 (stereo not drawn)	-4.5%	-7.9%	-5.0%	0.5%
COc1cc(NC(=O)C(CCSC)NS(=O)(=O)c2ccc3c(c2)oc(=O)n3C)cc(OC)c1 (stereo not drawn)	-16.2%[10.9 µM]	2.7%	11.1%	1.7%
O=C(CN1CCN(CCC(=O)Nc2ccccc2F)CC1)Nc1ccc(Cl)cc1	-7.0%	-2.9%	-13.3%	1.3%
CC(=O)Nc1cccc(Oc2nc(C)cc(C)c2C#N)c1	-5.5%	0.4%	-1.9%	-0.1%
O=C(CCn1cccc1)NCCc1ccc(Cl)cc1	.	0.6%	4.5%	.
Cc1c(CCNC(=O)c2ccco2)sc2nc(-c3ccc(F)cc3)nn12	-6.9%[10.9 µM]	-10.4%	-3.9%	4.3%

Single values from the results shown.
O=C(CSCc1cnn(-c2ccccc2)c1-n1cccc1)NCc1ccc(F)cc1 @ p53ts 32C kill: -8.7%
COc1ccc(Nc2nccc3c2nnn3C)cc1 @ p53ts 32C kill: -29.2%
CNC(=O)CCC(=O)Nc1ccc(C(=O)OC)cc1 @ p53ts 32C kill: -1.1%
Cc1nc(NC(C)c2ccccc2)c2oc3ccccc3c2n1 (stereo not drawn) @ p53ts 39C kill: 7.7%

High-throughput results: PubChem BioAssay, National Center for Advancing Translational Sciences (NCATS)
